High-throughput results as filed in PubChem BioAssay.
cardiac RTF act = cardiac RTF calcium sensitization. P19429+P45379. IANBD-labeled TnC RTF fluorescence at EC20 calcium; 0% EC20 calcium, 100% full calcium. activation, % at 7.2 µM. 340,000 tested, 0.24% active. AID 493008;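 active means activation above the mean over all tested compounds plus 3 SD, cut at about 30% in these data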;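 further: rise in fluorescence read as greater calcium sensitivity of cardiac thin filaments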
dFosB act = enhances mouse delta FosB homodimer DNA binding | P13346 | purified delta FosB, TAMRA-CDK5 oligo fluorescence polarization; percent of positive-control signal above neutral wells | activation, % at 25 µM | 340,000 tested, 0.99% active;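 active means mean activation above about 17%, with every replicate also reaching it, limit read from the data, passing the limit was not always enough; inconclusive means only one of the two conditions met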;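 further: fluorescence polarization rise as delta FosB binds a TAMRA Cdk5 AP-1 oligo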
Target sequence (P13346 whole entry, looked up): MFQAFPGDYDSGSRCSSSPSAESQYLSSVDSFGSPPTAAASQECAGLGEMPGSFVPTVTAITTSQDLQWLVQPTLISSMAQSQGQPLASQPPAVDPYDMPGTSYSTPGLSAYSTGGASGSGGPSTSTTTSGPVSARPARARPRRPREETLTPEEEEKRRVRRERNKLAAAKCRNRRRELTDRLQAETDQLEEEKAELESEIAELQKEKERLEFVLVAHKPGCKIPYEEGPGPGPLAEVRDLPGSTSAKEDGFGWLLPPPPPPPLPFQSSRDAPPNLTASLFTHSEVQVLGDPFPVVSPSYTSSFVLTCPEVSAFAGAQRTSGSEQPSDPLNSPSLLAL
Wnt act = activates Wnt/beta-catenin signaling in a reporter cell assay | activator, plate reader | 300,000 tested, 1.2% active | activation, % at 9.35 µM; in the data active means activation above about 30%, passing the limit was not always enough; inconclusive means no clear call, values can overlap the other calls;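 further: 0% = neutral control wells and 100% = positive control wells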
CAL PDZ FP-1 = blocks peptide binding to human CAL PDZ domain | Q9HD26 | purified CAL PDZ, TMR-peptide fluorescence polarization, 1 h | inhibition, % at 20 µM | 330,000 tested, 0.02% active | AID 504414;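 active means highest replicate inhibition of at least 40%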;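 further: plate controls were DMSO neutral control wells for no effect and unlabeled competitor peptide control wells for full effect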
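Material – purified CerCALP PDZ construct · Detection – FP readout, S and P plane fluorescence · Measure – percent inhibition from loss of millipolarization · Controls – unlabelled peptide for full inhibition, DMSO wells as neutral · Probe or stimulus – TMR-labelled reporter peptide T*-PRC34 bound in PDZ groove · Times – 1 h at RT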
MITF act = activators of MITF-driven TRPM1 promoter activity in SK-MEL-5 cells. AID 588334. 300,000 tested, 0.75% active. activation, % at 12.5 µM. SK-MEL-5 TRPM1-promoter luciferase, 24 h; % of positive control, neutral wells = 0;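 active means mean activation of at least 80% with every replicate also reaching 80%; inconclusive means mean reaches 80% but some replicate falls short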;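 further: 0% = neutral control wells and 100% = parthenolide positive control wells; values of inactives mirror those of a sister screen read the other way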
Tat transport = blocks Tat-dependent protein export in E. coli; E. coli MC4100 TorA-mCherry Tat export, fluorescence; inhibition, % at 10 µM; 340,000 tested, 0.036% active;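 active means mean replicate inhibition at least 50% and at least half of replicates individually reaching 50%; inconclusive means only one of the two criteria met; inactive means neither criterion met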;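 further: exported cargo escapes ClpAP degradation while cytoplasmic cargo is degraded and loses fluorescence; 0% = median of neutral control wells and 100% = median of NaSCN control wells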
V-ATPase pHluor = regulators of yeast V-ATPase proton transport. S. cerevisiae, pHLuorin cytosolic pH fluorescence. response, % at 10 µM. 350,000 tested, 0.37% active; in the data active means response mostly above about 7.3%, no sharp cut-off; inactive means mostly below about 5.4%; further: actives read high; inactives centre near 0; some compounds called inactive have numbers as strong as hits
CDK5 p35 inh = CDK5/p35 (human) kinase inhibition | 330,000 tested, 0.01% active | Recombinant CDK5/p35, ADP-Glo luminescence, 60 min | AID 488839 | inhibition, % at 10 µM;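 active means highest replicate inhibition of at least 50% and at least 75% of replicates reaching 50%; inconclusive means only one of the two criteria met; inactive means both criteria failed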;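 further: plate controls were DMSO neutral control for no effect and GW8510 at 10 µM for full effect; many of its hits are not listed in these tables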
Rtt109 Vps75 = inhibitors of Candida albicans Rtt109/Vps75 histone acetyltransferase; Q5AAJ8; purified Rtt109/Vps75, ThioGlo CoA-SH fluorescence, 4 h; inhibition, % at 34.9 µM; 330,000 tested, 0.16% active;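 active means inhibition of at least 50% in every replicate; inconclusive means best replicate reaches 50% inhibition but some replicates fall short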
Target sequence (Q5AAJ8 whole entry, looked up): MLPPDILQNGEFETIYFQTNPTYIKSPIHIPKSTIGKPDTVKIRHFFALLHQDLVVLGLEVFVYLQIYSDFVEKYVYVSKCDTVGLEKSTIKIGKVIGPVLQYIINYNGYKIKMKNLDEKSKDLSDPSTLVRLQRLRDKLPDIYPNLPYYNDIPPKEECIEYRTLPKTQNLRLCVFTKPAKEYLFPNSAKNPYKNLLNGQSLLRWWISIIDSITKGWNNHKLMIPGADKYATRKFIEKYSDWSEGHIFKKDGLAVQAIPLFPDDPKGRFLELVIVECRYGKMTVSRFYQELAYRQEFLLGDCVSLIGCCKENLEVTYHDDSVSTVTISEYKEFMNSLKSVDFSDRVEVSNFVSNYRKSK
CAL PDZ FP-2 = CAL PDZ (human) peptide binding inhibition. inhibition, % at 24.9 µM. AID 602252. purified CAL PDZ, TMR-peptide fluorescence polarization, 1 h. 300,000 tested, 0.92% active;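 active means mean inhibition of at least 30% with at least half of replicates also reaching 30%; inconclusive means no clear call, values can overlap the other calls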;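 further: 0% = DMSO neutral control and 100% = excess unlabeled competitor peptide PRC23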
Numbers without * were called inactive; ? = inconclusive; · = no result given.

SMILES	cardiac RTF act	dFosB act	Wnt act	CAL PDZ FP-1	MITF act	Tat transport	V-ATPase pHluor	CDK5 p35 inh	Rtt109 Vps75	CAL PDZ FP-2
COC(=O)CNC(=O)COc1ccccc1	2	-1	·	-2.3	22	9	7	1.7	-3	-2
CC(C)(CO)NS(=O)(=O)c1ccc2c(c1)C(=NO)c1cc(S(=O)(=O)NC(C)(C)CO)ccc1-2	2	-13	0	-7.2	-4	3	-3	3.6	-5	-9
CCC1(c2ccccc2)NC(=O)N(CC(=O)N2CCc3ccccc32)C1=O (stereo unspecified)	-1	-7	-1	0.5	0	-1	-2	-3.7	12	-1
c1ccc2c(c1)CC/C2=N/Nc1nc2ccccc2[nH]1	0	31*	7	1.5	82*	-11	0	-0.2	-4	6
C/C=C/C=C\C(=O)Nc1cccc(C2=NOC3(C2)C[C@H](C(N)=O)N(C(=O)CC#N)C3)c1 (stereo partly specified)	4	-4	-3	0.0	1	-1	-1	1.3	-1	-6
COc1ccc(C2c3c(-c4ccccc4O)n[nH]c3C(=O)N2Cc2ccco2)cc1 (stereo unspecified)	1	-4	-22	-2.6	-8	8	-7	-2.8	7	-8
CCCCn1nnnc1SCC(=O)NCc1ccccc1	-1	-3	3	-1.1	·	-11	2	-0.6	-6	-1
Cc1cc(C)c2[nH]c(=O)c(CN(CC3CCCO3)C(=O)C3CCCO3)cc2c1 (stereo unspecified)	6	-7	·	0.6	5	-7	-2	0.1	-1	-2
CC(=O)Nc1ccc(S(=O)(=O)Nc2ccn(Cc3ccccc3Cl)n2)cc1	0	1	-3	-2.3	-5	1	-1	0.6	-17	-1
Cn1cc([N+](=O)[O-])c(C(=O)NC2CCCCCCC2)n1	-2	-3	-1	-0.8	-4	-1	2	-2.7	22	6
CC(C)CCn1c(=O)[nH]c2ccccc21	10	-2	-10	-0.3	10	5	5	-1.7	-27	-6
COc1cc(NC(=O)C2CCCN(S(=O)(=O)c3ccc4[nH]c(=O)ccc4c3)C2)cc(OC)c1 (stereo unspecified)	-2	52*	2	-1.8	16	-14	1	-0.6	4	-5
C[C@@H]1NC(=O)[C@H](CCC(N)=O)NC(=O)c2cc([N+](=O)[O-])cc(I)c2NCCC[C@@H](C(N)=O)NC1=O	-1	-1	2	-0.6	·	2	-3	0.3	10	-4
CC(C(=O)Nc1cccc([N+](=O)[O-])c1)[n+]1ccccc1 (stereo unspecified)	-2	1	0	-3.2	-4	-4	-5	0.8	-3	-2
CCOC(=O)N1CCN(CC(=O)Nc2sccc2C#N)CC1	9	1	4	-1.3	11	-1	5	-9.7	-8	1
Cc1ccccc1Cn1c(O)c(N=NC(=S)Nc2ccccc2F)c2ccccc21	3	-10	-1	-0.7	-16	-8	1	-0.5	-3	·
CC(=O)c1ccc(S(=O)(=O)NCCCC(=O)NCCc2ccccn2)cc1	-3	-1	1	-1.6	·	-6	1	-0.1	-26	-3
CC1=Nc2ccccc2NC(=O)C1Sc1nnc(C)s1 (stereo unspecified)	-2	-4	-2	-4.0	-4	-5	1	3.3	-3	-2
COc1ccc(CN(C)C(=O)Cc2c[nH]c3ccccc23)c(OC)c1OC	4	-12	-1	-2.8	19	-3	-4	-0.3	11	2
CNC[C@H]1Oc2ccc(NC(=O)Nc3ccc4c(c3)OCO4)cc2C(=O)N([C@H](C)CO)C[C@@H]1C	9	-7	5	0.6	4	9	-1	1.8	12	-3
COc1ccccc1C(CNC(=O)c1ccc(C)c(S(=O)(=O)N2CCCCC2)c1)N(C)C (stereo unspecified)	1	-9	-2	0.9	4	-3	3	1.0	-21	-5
CN1CC(=O)N2Cc3[nH]c4ccccc4c3C[C@H]2C1=O	4	-1	5	0.4	·	-5	3	1.6	-4	-2
COc1cccc(-c2sc3ccc(OC)cc3c2C#CCC(C)O)c1 (stereo unspecified)	2	-8	16	-1.3	6	7	-6	0.5	-1	-5
CS(=O)(=O)N(CC(O)CON=C1c2ccccc2-c2ccccc21)c1ccc(F)cc1 (stereo unspecified)	1	-1	·	-0.7	-3	8	-1	3.2	4	1
CCOc1cc2[nH]c(=S)n(CCCN3CCOCC3)c(=O)c2cc1OCC	-2	1	·	-1.1	-4	2	-1	0.1	0	-3
CCC(=O)Nc1ccc(CCC(=O)N2CCCC2)cc1	9	0	1	0.2	-17	3	0	0.3	-1	·
CCOC(=O)c1cnc2oc3ccccc3n2c1=O	2	-1	-1	14	6	-6	1	-1.9	-7	0
Cc1nnc(SCC(=O)N2CCC(C(=O)Nc3nccs3)CC2)n1Cc1ccccc1	4	-7	-1	-0.1	-2	-5	4	-0.6	10	-8
Cc1ccc(S(=O)(=O)Nc2ccc(-n3cnnn3)cc2)cc1	-6	-3	-2	-2.6	5	-5	-4	-0.3	1	0
CCCCOC(=O)c1ccc(NC(=O)c2ccc(F)cc2F)cc1	-2	-8	0	0.4	37	-5	6	-1.4	-1	-1

MITF act: what is marked active above.
| smiles | dFosB act | Wnt act | CAL PDZ FP-1 | MITF act | Tat transport | V-ATPase pHluor | CDK5 p35 inh | Rtt109 Vps75 | CAL PDZ FP-2 |
| --- | --- | --- | --- | --- | --- | --- | --- | --- | --- |
| c1ccc2c(c1)CC/C2=N/Nc1nc2ccccc2[nH]1 | 31* | 7 | 1.5 | 82* | -11 | 0 | -0.2 | -4 | 6 |

New compounds follow:
SMILES	cardiac RTF act	dFosB act	Wnt act	CAL PDZ FP-1	MITF act	Tat transport	V-ATPase pHluor	CDK5 p35 inh	Rtt109 Vps75	CAL PDZ FP-2
COc1cc(C(=S)N2CCN(C(c3ccccc3)c3ccccc3)CC2)cc(OC)c1O	0	-2	0	-1.9	-34	3	1	-0.8	10	-5
CN(CC(=O)Nc1ccccc1C(F)(F)F)C(=O)COc1ncnc2ccccc12	4	-7	0	-0.5	4	-5	-2	0.0	12	6
CCOC(=O)c1cc(CC)sc1NC(=O)CN1C(=O)C(=O)N(CC(C)C)C1=O	-9	1	-2	-0.2	0	-1	-1	0.5	-2	·
CN(C)CCC(=O)c1ccc(Cl)cc1	-3	3	·	-0.4	9	-16	5	3.7	-3	-1
CC1(C)CC(=O)C(N=Nc2c(Cl)cc(Cl)cc2Cl)=C(O)C1	2	2	·	-2.9	26	-2	-17	-3.0	4	-1
Cc1ccc(SCCNC(=O)CN(c2ccc3c(c2)OCO3)S(C)(=O)=O)cc1	-6	-10	·	1.0	-1	5	-4	-1.4	1	·
CC(=O)Nc1nc2c(s1)C(=O)NCCC2	2	1	-2	-1.4	-3	1	1	0.4	8	-4
O=C1OCC(CO)(CO)N=C1NNc1ccccc1Cl	4	2	-1	-2.6	-5	-1	-8	-3.6	-1	0
Cc1ccccc1CSc1ncc(C#N)c(N)n1	1	0	-2	0.0	0	-7	-2	-0.7	-3	·
O=C(Oc1cccc2cccnc12)c1cccs1	-4	0	·	0.5	-24	-4	2	1.0	-3	8
COC(=O)CCC(=O)OC1(C)C(=O)C=C2C=C(C3CC3)N(c3cccc(C#N)c3)C=C2C1=O (stereo unspecified)	16	-12	-3	-0.5	-11	9	1	-3.2	1	-6
CCN1CCN(CCC(=O)Nc2ccc3c(c2)OCO3)CC1	4	-3	·	-1.7	2	0	6	0.9	15	-3
Cn1c(=O)c(=O)n(C)c2cc(S(=O)(=O)CCC(=O)Nc3ccc(C(F)(F)F)cc3)ccc21	1	-3	3	-2.2	-6	8	-4	0.2	18	2
Nc1ccc2nc(SCc3ccc([N+](=O)[O-])cc3)sc2c1	7	-3	3	0.0	19	2	0	-0.7	4	-10
NS(=O)(=O)c1ccc(N/C=C\C(=O)c2ccncc2)cc1	0	-3	1	-1.6	29	3	0	-0.9	7	11
O=C(C1CCCO1)N1CCN(S(=O)(=O)c2ccc(Cl)cc2)CC1 (stereo unspecified)	1	9	1	-0.5	6	-4	3	-2.9	-4	·
CSCCC(NC(=O)/C(=C\c1ccco1)NC(=O)c1ccco1)C(=O)O (stereo unspecified)	1	-1	0	0.1	·	-1	1	-1.7	-10	-1
COc1ccc(C(=O)NNC(=O)CCc2ccccc2OC)cc1	-7	2	1	-0.1	12	-5	-1	0.5	-4	-6
CC(=O)Nc1cccc(C(=O)OCC(=O)NCc2ccc(F)cc2)c1	0	-4	-1	-0.7	-3	1	-3	-0.5	-2	-7
Cc1ccc(-n2nnnc2SC(C)C(=O)NCC(=O)Nc2ccc(F)c(F)c2F)c(C)c1 (stereo unspecified)	2	-3	·	-0.9	-8	-1	-6	-1.8	6	-6
CN1c2ccc([N+](=O)[O-])cc2N(C)C1(C)c1ccccc1 (stereo unspecified)	2	-5	-1	1.9	-27	1	6	1.9	-2	·
CCOc1cc(-c2nc3cc(C)ccn3c2NCC2CCCO2)ccc1O (stereo unspecified)	2	2	-1	0.4	·	-4	0	-1.0	1	-1
COc1cccc2[nH]c(C(=O)NC(C)c3ccccc3)cc12 (stereo unspecified)	-4	-2	-2	2.7	-5	1	1	0.3	-2	-8
COCCNc1oc(Cc2cccc3ccccc23)nc1C#N	-5	-1	0	1.7	-6	-4	-1	1.1	1	-2
O=C(/C=C/c1ccccc1)NC(=S)NNC(=O)Cc1cccs1	4	-1	·	-3.1	-11	-3	-1	-0.4	-19	-3
CC(C)N(Cc1ccccc1)C(=O)COC(=O)c1ccc2ncsc2c1	-1	-8	1	-1.5	4	2	-2	-0.8	0	-2
CN1CCC(N(C)C(=O)c2cc(S(=O)(=O)N(C)c3ccccc3)ccc2Cl)CC1	0	-10	5	-2.9	7	-6	0	-2.1	1	0
Cc1ccc(S(=O)(=O)N2CCC(C(=O)N3CC(C)OC(C)C3)CC2)cc1 (stereo unspecified)	-5	0	-3	-2.1	3	-4	-1	-0.3	-6	-1
COc1ccc(/C=N/NC(=S)NC2CCS(=O)(=O)C2)cc1OC (stereo unspecified)	-4	2	·	-2.5	-4	4	3	0.4	·	-2
NC(=O)c1ccsc1NC(=O)c1coc2ccccc2c1=O	-3	2	?	-1.1	57	-1	8	-1.0	-8	3

Single values from the entries so far.
In V-ATPase pHluor, COc1ccc(C(=O)NNC(=O)CCc2ccccc2OC)cc1 has the entry -1
In cardiac RTF act, CC(=O)c1ccc(S(=O)(=O)NCCCC(=O)NCCc2ccccn2)cc1 has the entry -3

Next section
SMILES	cardiac RTF act	dFosB act	Wnt act	CAL PDZ FP-1	MITF act	Tat transport	V-ATPase pHluor	CDK5 p35 inh	Rtt109 Vps75	CAL PDZ FP-2
CCN1CCC(O)(C(C(=O)OC)c2ccccc2)CC1 (stereo unspecified)	-7	-4	-1	-0.6	11	-4	0	0.7	-2	·
COc1cccc(/C=C/c2nc3c(cnn3-c3ccccc3)c(=O)[nH]2)c1	0	-2	1	0.3	-4	-3	-5	-0.6	-5	3
COC(=O)c1cccc(NC(=O)c2cnccn2)c1	-1	-5	-2	·	-12	1	-4	0.7	10	-2
O=C(Nc1ccc(S(=O)(=O)N2CCCC2)cc1)c1cccc(OC(F)F)c1	-6	-7	-1	-1.9	4	1	0	0.6	-3	-4
